# V-ATPase pHluor: regulators of yeast V-ATPase proton transport | response, % at 10 µM | 350,000 compounds, 0.37% hits | S. cerevisiae, pHLuorin cytosolic pH fluorescence; in the data active means response mostly above about 7.3%, no sharp cut-off; inactive means mostly below about 5.4%; further: actives read high; inactives centre near 0; some compounds called inactive have numbers as strong as hits; reference of the scale not given here
# HTR5A inv ag: counter-screen for OPRM1-OPRD1 inverse agonists: human HTR5A inverse agonism. inhibition, % at 9.3 µM. P47898. 340,000 compounds, 0.083% hits. HTR5A cell line, luminescence; in the data active means inhibition mostly above about 23%, no sharp cut-off; inactive means mostly below about 18%;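 further: 0% = cells with DMSO and 100% = no-cell wells with DMSO; some compounds called inactive have numbers as strong as hits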
# OPRM1-OPRD1 ag: OPRM1-OPRD1 heterodimerization agonism. activation, % at 9.3 µM. cells, luminescence. P35372+P41143. 340,000 compounds, 0.3% hits; in the data active means activation above about 18%;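 further: 0% = vehicle-treated cells and 100% = reference agonist; values of inactives mirror those of a sister screen read the other way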
# Target sequence (P35372 whole entry, looked up): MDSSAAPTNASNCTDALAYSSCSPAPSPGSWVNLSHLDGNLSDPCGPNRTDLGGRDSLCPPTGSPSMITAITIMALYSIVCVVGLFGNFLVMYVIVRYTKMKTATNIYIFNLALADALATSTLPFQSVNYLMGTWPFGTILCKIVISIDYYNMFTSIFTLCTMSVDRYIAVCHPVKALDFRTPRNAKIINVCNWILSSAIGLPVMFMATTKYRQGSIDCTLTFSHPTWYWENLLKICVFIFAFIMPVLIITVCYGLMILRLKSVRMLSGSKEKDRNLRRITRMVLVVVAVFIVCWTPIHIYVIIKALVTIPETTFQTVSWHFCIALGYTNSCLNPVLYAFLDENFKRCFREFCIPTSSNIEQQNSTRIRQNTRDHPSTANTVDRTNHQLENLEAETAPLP
# Target sequence (P41143 whole entry, looked up): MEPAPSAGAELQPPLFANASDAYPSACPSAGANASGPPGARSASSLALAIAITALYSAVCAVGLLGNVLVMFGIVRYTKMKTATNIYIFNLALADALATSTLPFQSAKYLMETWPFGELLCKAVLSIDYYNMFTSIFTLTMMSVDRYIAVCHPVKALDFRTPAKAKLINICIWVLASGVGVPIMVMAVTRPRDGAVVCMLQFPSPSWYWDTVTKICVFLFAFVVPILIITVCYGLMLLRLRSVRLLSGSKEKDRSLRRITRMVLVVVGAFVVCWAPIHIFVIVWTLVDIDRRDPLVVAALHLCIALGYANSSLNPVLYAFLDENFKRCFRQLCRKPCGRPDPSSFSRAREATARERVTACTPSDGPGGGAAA
# OPRM1-OPRD1 inv: inverse agonists of human mu-delta opioid receptor heterodimerization. P35372+P41143. cell-based MOR-DOR heterodimer luminescence, inverse agonism. inhibition, % at 9.3 µM. 340,000 compounds, 0.21% hits. AID 504357; in the data active means inhibition above about 22%, passing the limit was not always enough;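 further: 0% = cells with DMSO and 100% = wells without cells with DMSO; values of inactives mirror those of a sister screen read the other way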
# RTF Ca sens inh: cardiac RTF calcium desensitization. IANBD-labeled cardiac RTF, Ca2+ fluorescence. inhibition, % at 7.15 µM. 340,000 compounds, 0.12% hits;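 active means inhibition above the mean inhibition of all tested compounds plus 3 SD, cut at about 17% in these data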;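 further: assay run at fixed EC70 calcium of 1.6 mM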
# cardiac RTF act: increases calcium sensitivity of human cardiac regulated thin filaments | 340,000 compounds, 0.24% hits | activation, % at 7.2 µM | AID 493008 | IANBD-labeled TnC RTF fluorescence at EC20 calcium; 0% EC20 calcium, 100% full calcium | P19429+P45379;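 active means activation above the mean over all tested compounds plus 3 SD, cut at about 30% in these data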;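 further: rise in fluorescence read as greater calcium sensitivity of cardiac thin filaments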
# C-LANA FP: KSHV C-LANA DNA binding inhibition. MBP-C-LANA/FAM-LBS DNA binding, fluorescence polarization. inhibition, % at 9 µM. 340,000 compounds, 0.078% hits;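 active means highest replicate inhibition at or above 60% at 9 µM, even if other replicates fall short; inactive means all replicates below 60% inhibition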;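 further: 0% = neutral control wells and 100% = 4 µM acridine orange control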
# HTR5A ag: counter-screen for OPRM1-OPRD1 agonists: human HTR5A agonism. activation, % at 9.3 µM. P47898. HTR5A agonist assay, luminescence, cell-based. 340,000 compounds, 0.61% hits; in the data active means activation mostly above about 9.5%, no sharp cut-off; inactive means mostly below about 7.6%;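 further: 0% = cells with vehicle only and 100% = reference agonist; strong numbers were not always called active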
# Keap1-Nrf2 PPI: Keap1-Nrf2 (human) interaction inhibition; 340,000 compounds, 0.15% hits; AID 504523; Q14145; Keap1 Kelch-Nrf2 peptide fluorescence polarization, 1536-well; inhibition, % at 9.4 µM; in the data active means inhibition above about 12%;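 further: human Keap1 Kelch domain with fluorescein labeled Nrf2 9mer peptide probe; 0% = neutral control wells and 100% = peptide positive control; higher means more block of Keap1 binding to Nrf2 peptide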
# CAL-PDZ inh HTS: blocks peptide binding to the human CAL PDZ domain; Q9HD26; inhibition, % at 24.9 µM; AID 602252; 300,000 compounds, 0.92% hits; purified CAL PDZ, TMR-peptide fluorescence polarization, 1 h;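 active means mean inhibition of at least 30% with at least half of replicates also reaching 30%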;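 further: 0% = DMSO neutral control and 100% = excess unlabeled competitor peptide PRC23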
# * marks the source's active call; other numbers are inactive results; / = no result given. Compounds were not picked by outcome; overall some 2.8% were active at least once.
SMILES,V-ATPase pHluor,HTR5A inv ag,OPRM1-OPRD1 ag,OPRM1-OPRD1 inv,RTF Ca sens inh,cardiac RTF act,C-LANA FP,HTR5A ag,Keap1-Nrf2 PPI,CAL-PDZ inh HTS
CCOC(=O)c1nn(-c2ccccc2)c(=O)c2c(NC(C)=O)scc12,-4,1,-1.9,10,11,2,-0.7,3,-4,-4
COc1ccc(CN(C)CC(=O)Nc2sc3c(c2C#N)CCC3)c(OC)c1,-1,-2,1.8,-9,-10,-2,1.3,1,-7,4
Cn1nnnc1SCCNC(=O)C1CCC(=O)N(Cc2ccccc2F)C1 (configuration not stated),1,-8,-1.7,9,2,-4,1.3,2,-4,-3
O=c1oc2cc(OCc3ccc([N+](=O)[O-])cc3)ccc2c2c1CCCC2,-1,18,0.5,-2,-7,-4,-0.1,8,-10,-2
COCc1cc(CN2CCCC(C(=O)c3cccc(C(F)(F)F)c3)C2)ccc1OC (configuration not stated),18,1,4.4,-22,-17,-4,-0.7,0,-5,-2
COc1ccc(NC(=O)c2oc3cc(C)c(C)cc3c2C)c(OC)c1,-1,18,-2.8,12,-4,-9,-0.9,1,2,-2
Cc1cc(C)c(S(=O)(=O)c2ccccc2F)c(=O)[nH]1,-3,4,-0.8,4,0,1,-1.1,-1,-2,0
COCCN1CC(C(=O)NCCc2nc(C)c(C)s2)CCC1=O (configuration not stated),-4,2,-2.6,13,-7,3,0.6,-1,-2,-1
N/C(Cc1ccccc1Sc1ccccc1)=N\O,-1,-3,0.8,-5,-8,1,1.6,1,2,-3
CC(C(=O)Nc1ccc(O)cc1C(=O)O)N1C(=O)/C(=C\c2cccs2)SC1=S (configuration not stated),1,-1,-1.6,8,2,-3,3.2,0,-4,-1
O=C(COC(=O)/C=C/c1ccc([N+](=O)[O-])cc1)NCc1ccco1,3,-17,1.8,-10,-4,3,1.1,6,0,12
CCc1nnc(NS(=O)(=O)c2ccc(N3C(=O)c4ccccc4C3=O)cc2)s1,0,-6,0.0,0,-4,4,0.3,2,-1,84*
Cc1cc(N2C3CCC2CC(O)(c2ccc(F)cc2)C3)nc(-c2ccccc2)n1 (configuration not stated),-4,0,8.4,-49,-2,5,-0.5,1,-7,-2
CC(=O)Nc1ccc2nc3ccccc3nc2c1,-1,5,-0.7,4,-2,-5,4.9,9,3,-2
COC(=O)c1ccc(OC)c(CN2CCCN(Cc3ccc(F)cc3)S2(=O)=O)c1,0,-2,1.6,-9,-4,-6,-0.2,1,-2,-5

# Reformatted with two lines to a compound: part of the list above.
# Values run as follows: V-ATPase pHluor	HTR5A inv ag	OPRM1-OPRD1 ag	OPRM1-OPRD1 inv	RTF Ca sens inh	cardiac RTF act	C-LANA FP	HTR5A ag	Keap1-Nrf2 PPI	CAL-PDZ inh HTS
COCCN1CC(C(=O)NCCc2nc(C)c(C)s2)CCC1=O (configuration not stated)
  -4	2	-2.6	13	-7	3	0.6	-1	-2	-1
N/C(Cc1ccccc1Sc1ccccc1)=N\O
  -1	-3	0.8	-5	-8	1	1.6	1	2	-3
CC(C(=O)Nc1ccc(O)cc1C(=O)O)N1C(=O)/C(=C\c2cccs2)SC1=S (configuration not stated)
  1	-1	-1.6	8	2	-3	3.2	0	-4	-1
O=C(COC(=O)/C=C/c1ccc([N+](=O)[O-])cc1)NCc1ccco1
  3	-17	1.8	-10	-4	3	1.1	6	0	12
CCc1nnc(NS(=O)(=O)c2ccc(N3C(=O)c4ccccc4C3=O)cc2)s1
  0	-6	0.0	0	-4	4	0.3	2	-1	84*
Cc1cc(N2C3CCC2CC(O)(c2ccc(F)cc2)C3)nc(-c2ccccc2)n1 (configuration not stated)
  -4	0	8.4	-49	-2	5	-0.5	1	-7	-2
CC(=O)Nc1ccc2nc3ccccc3nc2c1
  -1	5	-0.7	4	-2	-5	4.9	9	3	-2
COC(=O)c1ccc(OC)c(CN2CCCN(Cc3ccc(F)cc3)S2(=O)=O)c1
  0	-2	1.6	-9	-4	-6	-0.2	1	-2	-5

# Next records follow:
SMILES,V-ATPase pHluor,HTR5A inv ag,OPRM1-OPRD1 ag,OPRM1-OPRD1 inv,RTF Ca sens inh,cardiac RTF act,C-LANA FP,HTR5A ag,Keap1-Nrf2 PPI,CAL-PDZ inh HTS
COc1ccc(N2C(N)=NC(N)=NC2(C)C)cc1,6,10,-2.5,15,-6,18,-1.0,6,-6,1
Cc1nc(N2CCCCC2C)c2c(C)c(C(=O)Nc3cccc(C(F)(F)F)c3)sc2n1 (configuration not stated),3,6,3.8,-25,-21,-2,-1.8,-2,2,-3
OC(Cn1cncn1)(c1ccc(F)cc1)c1ccc(Cl)cc1 (configuration not stated),-2,1,-2.4,13,4,-10,1.2,0,0,-4
O=C(Nc1ccccc1)C1CCN(S(=O)(=O)c2ccc3c(c2)OCCO3)CC1,0,3,-1.2,8,-8,8,2.4,-1,0,-5
COc1ccc(-n2nc(C(=O)NCC(=O)NCc3ccccc3OC)c3ccccc3c2=O)cc1,-4,8,1.5,-11,5,-4,-1.8,-3,-3,/
CC(=O)Cc1nsc(NC(=O)c2ccc(COc3ccccc3C)o2)n1,3,-18,-1.9,10,-5,4,-0.7,2,-8,-4
CCN(CC)C(=O)n1nc(C)c(CN2C(=O)c3ccccc3C2=O)c1C,-1,-9,0.1,0,-4,-1,1.6,-2,4,-1
Cn1c(C(=O)Nc2ccc3c(c2)OCCO3)cc2c(=O)n(C)c3ccccc3c21,1,-2,-1.2,6,2,2,-0.2,1,-6,-2
Cc1ccc(CN2CCN(Cc3cnn(-c4ccc(F)cc4)c3)CC2CCO)o1 (configuration not stated),-2,-19,6.4,-46,-16,0,0.6,1,2,2
O=C(c1ccc(Cl)c([N+](=O)[O-])c1)N(Cc1ccc(F)cc1)C1CCS(=O)(=O)C1 (configuration not stated),3,2,0.5,-2,-4,11,-0.7,7,-2,-2
CCN(CC)CCCNC(=O)c1cc(Cl)c(NC(=O)C2=C(C)OCCS2)cc1OC,-5,11,0.1,0,-5,6,1.1,-3,3,-4
Cc1ccc(CNC(=O)Cc2cccs2)cc1,-2,2,-2.7,11,0,0,0.7,-1,-2,3
C#C[C@]1(O)CC[C@H]2[C@@H]3CCc4cc(O)ccc4[C@H]3CC[C@@]21C,2,4,-2.5,14,5,-4,1.7,-1,2,-2
COc1ccc(S(=O)(=O)N2CCOCC2)cc1NC(=O)C1CCCN1C(=O)c1cccs1 (configuration not stated),-6,8,-1.3,6,1,2,1.1,-3,1,-2
O=C(Cc1ccccc1)NCCc1c[nH]c2ccccc12,-2,-2,-2.0,10,-4,4,1.5,0,-2,/
CC1CCCCN1CC(=O)c1c(N)n(Cc2ccccc2)c(=O)n(C)c1=O (configuration not stated),-1,-3,-1.5,7,-7,0,0.9,1,0,-8
Cn1c(=O)oc2cc(S(=O)(=O)NCCC(=O)NCc3ccc(F)cc3)ccc21,1,1,-2.1,11,-14,-9,0.6,0,-2,-4
O=C(NNC(=O)c1sccc1-n1cccc1)Nc1ccc(F)cc1,0,28,-0.6,3,3,3,-0.6,-3,1,/
COC(=O)c1ccc(C23CC4(C2)[C@H](CN(C)[C@@H]4c2ccccc2)C3c2ccc(C(F)(F)F)cc2)cc1 (some centres not stated),-1,2,1.2,-7,3,1,-2.6,-1,-4,4
CCOCCCNC(=S)NCCCNc1nc2cc3c(cc2cc1C#N)OCO3,0,18,-0.8,4,2,13,1.1,-2,-9,-4
NS(=O)(=O)c1cc2c(cc1Cl)NC(C1CC3C=CC1C3)NS2(=O)=O (configuration not stated),1,-25,1.6,-9,3,9,-4.5,4,6,0
O=C(C1CCCCC1)N1CCC(O)(c2ccc(Cl)cc2)CC1,3,3,-3.4,15,1,-1,-0.9,-1,2,-4
CC(=O)Oc1cc2c(c3ccccc13)CCC2=O,-2,11,-3.5,18,0,9,0.1,-3,-3,5
COc1cccc(-n2nc(-c3ccnn3-c3ccc(F)cc3)c(=O)n(C)c2=O)c1,-3,9,-1.6,8,-7,2,0.1,-4,-2,-5
CCCCc1c(C)c(C#N)c2nc3ccccc3n2c1Nc1c(C)n(C)n(-c2ccccc2)c1=O,0,8,0.5,-3,3,-3,-0.7,-1,0,-4
COc1ccc2[nH]c3c(c2c1)CCN1C(=O)N([C@@H](C)C(=O)NCc2ccc(F)cc2)C(=O)[C@]31C,-5,-11,-1.4,7,2,-7,2.2,6,-2,0
CCOc1ccc(/C=C/C(=O)OC(C)C(=O)NC2CCCCC2C)cc1OC (configuration not stated),3,19,-0.9,6,-9,-14,-0.6,-2,0,-4
O=C1CC(N2CCN(C(c3ccccc3)c3ccccc3)CC2)C(=O)N1Cc1ccc(N2CCCC2=O)cc1 (configuration not stated),-3,-5,1.6,-8,-5,2,0.8,2,1,-4
COc1ccc(C(CC(=O)NC(C)(C)C)n2cccc2)cc1 (configuration not stated),4,-1,-1.4,7,-16,7,1.9,0,-3,-5
Cc1nc2cc(-c3ccccc3)[nH]n2c(=O)c1C,-1,8,-1.6,8,-1,-5,-0.4,-2,-6,-3
CSc1ccccc1C(=O)Nc1ccc2c(c1)CCC2,-2,10,-3.7,16,-5,-2,-0.8,-3,-1,68*
COc1ccc(C(=O)NCc2nnc(SCC(=O)NC3CCCCC3)o2)cc1,0,10,-0.3,1,-6,2,-1.2,3,-1,3
CN(C)S(=O)(=O)c1cccc(NC(=O)COC(=O)c2ccc([N+](=O)[O-])o2)c1,3,-2,1.2,-7,-2,-6,-0.7,1,1,-4
CCc1ccc(OCc2ccc(C(=O)OC)o2)cc1,-2,-13,-2.3,10,-5,-2,-1.8,4,-2,-3
CCOc1ccc(-c2cc3nc(C4CCN(C(=O)OC(C)(C)C)CC4)c(C(=O)O)cn3n2)cc1,-2,-19,-2.4,13,-7,2,-2.1,1,3,-4
Cc1cccc(NC(=O)CN(C)CC(=O)NC(c2ccccc2)c2ccccc2)c1C,6,0,-3.7,14,-4,2,-0.4,0,-6,-2
O=C(Nc1ccnn1C1CCN(C/C=C/c2ccccc2)CC1)c1ccccc1Cl,2,-16,-3.6,20,-3,-1,1.0,2,0,-3
C=CCOc1cccc(C2C(C(=O)c3cccs3)=C(O)C(=O)N2Cc2cccnc2)c1 (configuration not stated),-2,-5,-0.1,0,0,5,-0.5,2,-2,-2
Cc1ccc(S(=O)(=O)CC(=O)Nc2ccc(F)c(F)c2F)cc1,1,3,-1.9,10,-13,1,0.4,-2,3,/
Cc1c(C(=O)Oc2cccc3cccnc23)oc2ccccc12,-1,-6,2.8,-13,1,6,-0.5,-4,3,39*
